# AmpC detergent: qHTS Inhibitors of AmpC Beta-Lactamase (assay with detergent); P00811; AmpC hydrolysis of nitrocefin, absorbance 480 nm, 0.01% Triton; Potency, µM (top dose mostly 114 µM), inactives show at the top dose activity change, negative = inhibition, hits mostly inhibitors; actives 0.041% (n = 370,000); AID 485294, 2010; active = well fitted inhibition curve with a large enough effect; inconclusive = small, poorly fitted or top-dose-only effect;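 note: potency is the fitted concentration of half-maximal effect; 0% = no-compound wells and -100% = no-enzyme wells; nearly all actives have a fitted effect of over 25% in size; some results filed as inactive show a strong effect at the top dose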
# Target sequence (P00811 whole entry, looked up): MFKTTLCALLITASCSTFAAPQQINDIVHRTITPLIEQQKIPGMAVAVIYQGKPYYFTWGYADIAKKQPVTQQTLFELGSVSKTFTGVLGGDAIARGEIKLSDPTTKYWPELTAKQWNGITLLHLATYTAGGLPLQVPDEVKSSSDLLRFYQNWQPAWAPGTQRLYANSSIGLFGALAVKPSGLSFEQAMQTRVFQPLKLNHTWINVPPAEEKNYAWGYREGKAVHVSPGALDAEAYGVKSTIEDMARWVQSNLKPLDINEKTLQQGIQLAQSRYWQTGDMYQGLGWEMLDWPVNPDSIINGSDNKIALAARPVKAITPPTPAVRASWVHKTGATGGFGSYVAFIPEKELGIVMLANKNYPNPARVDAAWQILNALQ
#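 AmpC (5.3 nM in the dispensed reagent) in 20 mM phosphate pH 7.0 with 0.01% (detergent screen) or 0.0001% Triton X-100 was preincubated with compounds for 15 min at room temperature. Nitrocefin was then added from an 800 uM solution, and hydrolysis was followed at 480 nm.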
# HCMV antiviral: qHTS Assay for inhibitors of the human cytomegalovirus (HCMV) | actives 4.5% (n = 410,000) | activity change, negative = inhibition, % at 57.5 µM | HFF cells, HCMV-luciferase reporter, 72 h; hits give low values; in the data active = activity change below about -60%; inconclusive = no clear call, values can overlap the other calls; inactive = above about -39%
#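 Human foreskin fibroblasts infected with luciferase-reporter HCMV at MOI 1 PFU/cell, compounds at two doses. Luciferase measured 72 h post infection; normalized to buffer-only basal and Salinomycin (10uM) controls.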
# * = called active by the depositor; ? = inconclusive. Unless noted, % is set by controls: 0 for no effect and ±100 for the full control effect. Some of the compounds tested (hit frequency here may not be typical).
SMILES,AmpC detergent,HCMV antiviral
CC(=O)Nc1ccc(S(=O)(=O)N2CCC(N3CCN(Cc4ccc(C)cc4)C(=O)C3=O)CC2)cc1,-1.2%,6.4
O=C(Nc1nc2n(n1)C(c1ccccc1)C=C(c1ccccc1)N2)c1ccccc1 (stereo not given),-8.0%,-12.7
CC(=O)N(Cc1cccnc1)c1nc2c(F)cc(F)cc2s1,0.3%,0.0
CN1CCN(C(CNC(=O)C(=O)Nc2cccc(Cl)c2)c2ccc3c(c2)OCO3)CC1 (stereo not given),1.5%,-23.9
CCCCN1C(C(=O)c2ccccc2)=C(OC(=O)CC)c2ccccc2S1(=O)=O,18.6%,-107.3*
CCn1cc(S(=O)(=O)c2cc(C)cc(C)c2)c(=O)c2cc(F)c(N3CCCCC3)cc21,-6.2%,2.8
Cc1ccc(N2CC(c3nnc(NC(=O)c4ccco4)s3)CC2=O)cc1C (stereo not given),23.9%,3.8
Cc1ccccc1CSc1ncc(Cl)c(C(=O)Nc2nc3ccc(F)cc3s2)n1,1.2%,-0.2
O=C(NC1(C(F)(F)F)NC(=O)N(CCc2ccccc2)C1=O)c1ccc(Cl)cc1 (stereo not given),-0.6%,-23.3
COc1cccc(C(=O)N2CCc3cc(OC)c(OC)cc3C2COc2ccc3c(C)cc(=O)oc3c2)c1 (stereo not given),8.0%,5.1
CCCOc1ccc(N2CC(C(=O)Nc3cccc(Cl)c3Cl)CC2=O)cc1 (stereo not given),14.0%,-87.5*
COc1ccc(-n2nc(C(=O)Nc3cc(C)c(Cl)cc3OC)c3c4ccccc4n(C)c3c2=O)cc1,-3.0%,1.9
CCOC(=O)c1ccc(Nc2cc(-c3ccccc3)nc(C)n2)cc1,-6.5%,-19.8
Cc1cccc(NC(=O)C(Cc2ccccc2)n2cccc2)c1C (stereo not given),13.8%,21.5
O=C(Cc1ccc(-c2ccccc2)cc1)NCCS(=O)(=O)N1CCN(c2ccccc2F)CC1,18.3%,31.7
O=C(NCc1ccco1)c1ccc2c(c1)N(Cc1ccc(Cl)cc1)C(=O)c1ccccc1S2,-3.5%,-37.0
CCOc1ccc(-n2c(SCC(=O)Nc3ccc(F)cc3)nc3c([nH]c4ccccc43)c2=O)cc1,5.3%,-3.2
COC(=O)c1ccc(NC(=O)CC2C(=O)N(c3ccc(Cl)cc3)C(=O)N2Cc2cccs2)cc1 (stereo not given),?,-14.1
CCS(=O)(=O)NCCc1csc2nc(-c3ccc(C)cc3)nn12,3.9%,-8.8
COc1cc(OC)c(NC(=O)CCCn2nc(C)c3sc4ccccc4c3c2=O)cc1Cl,0.8%,-18.2
Cc1nn2c(=O)cc(COc3ccc(/C=C(\C#N)C(=O)Nc4ccccc4C)cc3)nc2s1,6.6%,-2.8
CCCSc1ncc(Cl)c(C(=O)Nc2sc(C(C)=O)c(C)c2C(=O)OCC)n1,-1.5%,?
COc1cccc(CNC(=O)CCCN2C(=O)CSc3c2c(C)nn3-c2ccccc2)c1OC,-8.9%,-4.1
CC(C)Oc1ccc(CNC(=O)c2ccc3c(c2)N(C)C(=O)C2CCCCN32)cc1 (stereo not given),2.3%,23.0
Cc1ccc(NC(=O)Cn2c(=O)n(CCC(=O)NCc3ccccc3Cl)c(=O)c3ccccc32)cc1,10.8%,-86.1*
O=C1COc2ccc(-c3cc(-c4ccc(Cl)cc4)c4c(n3)-c3ccccc3OC4)cc2N1,0.1%,9.2
Cc1ccc(N(C)S(=O)(=O)c2c(-c3ccccc3)csc2C(=O)O)cc1,15.8%,5.2
O=C(c1ccc(Cl)cc1)N1CCC(c2nc3ccccc3o2)CC1,-3.3%,-38.4
O=C(NCCc1csc(-c2ccc(F)cc2)n1)c1c(F)cccc1Cl,-5.9%,-38.5
CC1CCN(S(=O)(=O)c2ccc3c(ccc(=O)n3CC(=O)NCc3ccccc3Cl)c2)CC1,2.1%,29.7
COc1cccc(NC(=O)C2CCN(S(=O)(=O)c3ccc4[nH]c5c(c4c3)CCCCC5)CC2)c1,4.6%,?
CCOC(=O)c1[nH]c(C)c(CCC(=O)NCc2ccc(N(C)C)cc2)c1C,19.1%,6.3
CCCN(CCC)CCCNC(=O)c1cnn(-c2ccc(F)cc2)c1-n1cccc1,0.1%,-16.5
Cc1cc(C)cc(Nc2nc3ccccc3n3cnnc23)c1,6.2%,11.4
O=C(C1CCN(S(=O)(=O)Cc2ccccc2)CC1)N1CCN(c2ccc(F)cc2)CC1,-3.6%,5.9
COc1cc(C(=O)Nc2nonc2-c2ccc(C)c(C)c2)cc(OC)c1OC,23.4%,-20.6
COC(=O)c1cc2sc(Cl)cc2n1CC(=O)Nc1cc(C)cc(C)c1,2.2%,-21.6
COc1ccccc1NC(=O)CSC1=Nc2ccccc2C2=NC(CCC(=O)NCCc3ccccc3)C(=O)N12 (stereo not given),4.7%,9.0
CCOC(=O)c1c(C)[nH]c(C)c1S(=O)(=O)N1CCCC(C(=O)N2CCN(c3cccc(C)c3C)CC2)C1 (stereo not given),-6.8%,13.0
CCn1c2ccccc2c2cc(CN3CCN(Cc4ccc(Cl)cc4)CC3)ccc21,-1.6%,7.5
Cc1ccc2c(=O)cc(C(=O)Nc3ccc(S(=O)(=O)N4CCCCC4)cc3)oc2c1C,11.7%,-27.6
COc1ccc(OC)c(NC(=O)c2cc3c(n(-c4ccc(Cl)cc4)c2=O)CC(C)(C)CC3=O)c1,10.8%,11.1
Cc1ccc(/C=C/c2onc(C)c2S(=O)(=O)N2CCC(C(=O)N3CCN(c4ccccc4F)CC3)CC2)cc1,16.6%,-6.2
CCCN1C(C(=O)c2ccccc2)=C(OC(=O)C(C)(C)C)c2ccccc2S1(=O)=O,16.1%,-89.5*
COc1cccc(NC(=O)c2oc3ccccc3c2NC(=O)COc2ccccc2C)c1,-7.1%,23.7
COc1ccc(NC(=O)C2=C(C)Nc3c(C(=O)Nc4ccc(C)cc4)cnn3C2c2cccc(Cl)c2)cc1 (stereo not given),14.1%,-2.0
Fc1ccc(F)c(Nc2c3c(nc4ccc(Cl)cc24)CCC3)c1,-2.7%,-68.6*
COc1ccc(-c2nc3n(n2)C(=O)CC(c2ccc(Cl)cc2)S3)cc1 (stereo not given),9.6%,21.9
Cc1ccc(C)c(NC(=O)N2CCN3CCCCC3C2)c1 (stereo not given),22.5%,?
CC1CCN(c2nn3c(=O)c(C(=O)NCc4ccc(Cl)cc4)cnc3s2)CC1,0.6%,-4.3
COc1ccc(NC(=O)CCCn2c(=O)c3cccn3c3ccccc32)c(OC)c1,-5.4%,9.3
COc1ccccc1-c1cc(C(=O)NCc2ccccc2)c2c(-c3ccc(C)cc3)[nH]nc2n1,-4.8%,-13.7
CCCCNC(=O)c1ccc2c(c1)N=C(CC)c1ccccc1S2,13.2%,-35.4
Cc1ccn2c(=O)cc(COc3ccc(NC(=O)COc4ccc(Cl)cc4)cc3)nc2c1,16.1%,12.6
COc1ccc(NC(=O)Cn2c(SCc3ccc(C)cc3)nc3cccnc32)cc1OC,12.0%,-32.9
Cc1ccccc1Cn1cc(S(=O)(=O)c2ccc(F)cc2)c(=O)c2cc3c(cc21)OCO3,15.2%,13.3
Cc1ccccc1Cn1c(C(=O)O)c(CNCc2cccc(F)c2)c2ccccc21,21.0%,0.0
Cc1c(Cl)cccc1NC(=O)CSc1ncccc1C(=O)Oc1ccccc1Cl,-4.2%,-14.3
COc1cc(NC(=O)CCn2nc(C)cc2C)cc(OC)c1OC,13.3%,9.6
CCc1ccc(C(=O)COC(=O)C(Cc2c[nH]c3ccccc23)NC(=O)c2ccc(CC)cc2)cc1 (stereo not given),-5.6%,?

# Following part:
SMILES,AmpC detergent,HCMV antiviral
COc1ccccc1CNC(=O)CCC1N=C2c3ccccc3N=C(SCC(N)=O)N2C1=O (stereo not given),-6.2%,-16.5
Cc1cc(C)cc(NC(=O)CSc2nc3c(cnn3-c3ccc(F)cc3)c(=O)[nH]2)c1,-5.3%,7.8
CCn1c(=O)c(C(=O)Nc2ccc(C(C)=O)cc2)nc2ccccc21,13.6%,5.7
COc1cccc2c1cc1c(=O)n(CC(=O)NCc3ccc(C)o3)nc(C)n12,15.5%,39.1
CCOC(=O)c1cnc2ccc(C)cc2c1Nc1ccc(N(CC)CC)cc1,17.8%,-106.2*
CCCCNS(=O)(=O)c1ccc(C)c(-c2nnc3c4ccccc4c(C)nn23)c1,14.6%,-30.0
O=C(Nc1ccc(F)cc1F)c1cc(CN2CCOCC2)on1,25.3%,36.1
Cc1ccc(NC(=O)c2ccccc2Br)c(C(=O)c2ccccc2)c1,8.1%,-31.0
COc1ccc(CCNC(=O)c2ccc(Cn3c(SCc4ccccc4)nc4cccnc43)cc2)cc1,1.5%,-6.7
CC(C)c1ccc(CNc2nc(-c3ccco3)nn2S(=O)(=O)c2ccc(F)cc2)cc1,10.5%,72.5
CC(C)(C)C1CCc2c(sc(NC(=O)c3ccccc3F)c2C(=O)N2CCCCC2)C1 (stereo not given),1.0%,-1.6
CCCN1CCN(CCCNC(=O)Cn2c(-c3cccs3)cc3cc(Cl)ccc32)CC1,13.5%,-33.3
COc1ccc(CNC(=O)c2cnc3sc(N4CCOCC4)nn3c2=O)cc1,-7.9%,20.0
CC1CN(C(=O)N2CCC(C(=O)N3CCN(c4ccccc4)CC3)CC2)c2cc(Cl)ccc2O1 (stereo not given),13.9%,-10.1
CC(=O)N1CCCC1c1nc2ccccc2n1Cc1ccccc1 (stereo not given),24.9%,9.2
CCOc1ccc(Nc2c3c(nc4nncn24)CCC3)cc1,20.5%,-15.2
Cc1ccc(C2=NN(CCC(=O)NCCc3cccc(C)c3)C(=O)CC2)cc1,-9.3%,-19.7
CCOC(=O)c1cccc(NC(c2nnc(-c3ccccc3)o2)c2ccccc2F)c1 (stereo not given),-4.8%,-22.2
CCCCOc1ccc(C(=O)NCCc2csc3nc(-c4ccccc4F)nn23)cc1,-6.0%,-21.5
Cc1ccc(C)c(N2CCN(C(=O)C3CCN(c4nc(-c5ccc(C(C)C)cc5)no4)CC3)CC2)c1,-3.2%,-63.2*
CCc1nn(CC(=O)NCCc2ccc(OC)cc2OC)c(=O)c2cc3c(OC)cccc3n12,-3.4%,-4.5
